High-throughput results as filed in PubChem.
MITF inh – human MITF inhibition, primary screen | O75030 | AlphaScreen MITF homodimerization, bead proximity signal | inhibition, % at 2.6 µM | actives 0.91% (n = 650,000) | AID 1259374; in the data active means inhibition above about 50%;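 further: 0% = vehicle wells with protein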
Target sequence (O75030 whole entry, looked up): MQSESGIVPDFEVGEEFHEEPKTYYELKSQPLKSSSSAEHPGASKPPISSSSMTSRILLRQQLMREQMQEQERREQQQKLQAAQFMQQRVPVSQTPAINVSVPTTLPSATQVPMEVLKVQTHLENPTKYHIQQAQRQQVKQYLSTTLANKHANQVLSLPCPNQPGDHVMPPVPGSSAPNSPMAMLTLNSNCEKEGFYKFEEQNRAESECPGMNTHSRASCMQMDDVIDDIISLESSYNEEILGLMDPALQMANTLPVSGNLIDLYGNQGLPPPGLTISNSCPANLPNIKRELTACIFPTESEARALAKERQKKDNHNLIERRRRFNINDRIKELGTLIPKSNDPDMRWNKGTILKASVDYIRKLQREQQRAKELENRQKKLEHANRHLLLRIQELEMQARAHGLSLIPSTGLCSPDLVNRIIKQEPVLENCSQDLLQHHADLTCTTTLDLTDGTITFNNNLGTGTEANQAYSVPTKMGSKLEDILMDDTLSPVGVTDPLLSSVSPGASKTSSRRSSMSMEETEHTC
TEAD-YAP inh – TEAD-YAP interaction inhibition. inhibition, % at 9.12 µM. AID 1259422. HEK-TIYL cells, TEAD-Gal4/YAP UAS-luciferase luminescence. actives 1.4% (n = 640,000); in the data active means inhibition above about 32%;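 further: 0% = median of test compound wells and 100% = reference inhibitor wells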
GPR151 activ – activators of human GPR151 | actives 1% (n = 650,000) | AID 1508602 | Q8TDV0 | activation, % at 11.2 µM | PathHunter beta-arrestin GPR151 cells, luminescence; in the data active means activation above about 4.9%;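 further: 0% = median of compound wells and 100% = cells with positive control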
Target sequence (Q8TDV0 whole entry, looked up): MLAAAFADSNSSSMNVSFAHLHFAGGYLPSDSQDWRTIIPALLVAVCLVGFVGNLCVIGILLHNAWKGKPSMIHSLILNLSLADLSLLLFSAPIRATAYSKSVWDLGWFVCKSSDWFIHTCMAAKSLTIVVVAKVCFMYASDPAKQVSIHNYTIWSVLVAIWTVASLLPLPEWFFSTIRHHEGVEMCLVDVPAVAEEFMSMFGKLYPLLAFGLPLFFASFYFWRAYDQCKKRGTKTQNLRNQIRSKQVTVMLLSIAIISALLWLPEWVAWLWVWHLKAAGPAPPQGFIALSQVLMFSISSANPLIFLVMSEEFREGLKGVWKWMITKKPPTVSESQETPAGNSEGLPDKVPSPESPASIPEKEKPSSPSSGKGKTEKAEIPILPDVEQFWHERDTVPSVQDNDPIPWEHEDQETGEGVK
FBW7 activator – human FBW7 E3 ligase activation, primary screen; Q969H0; AlphaScreen FBW7–phospho-cyclin E peptide binding, activator screen; normalized activity (activation), % at 26.1 µM; actives 0.13% (n = 650,000); in the data active means normalized activity above about 1.9%;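 further: purified mutant Fbw7 with reduced substrate affinity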
An asterisk follows results filed as active; . = not tested or not shown; & = joins results of further samples.

entry | Compound | MITF inh | TEAD-YAP inh
1 | O=C(c1nc2ccccn2c1CNC(CCn1ccnc1)c1ccccc1)N1CCCC1 (configuration not stated) | 1 | 10
2 | COc1ccc(/C=C(\C#N)c2nc3ccc(C)cc3[nH]2)cc1[N+](=O)[O-] | 13 | 11
3 | C/C(=N\NC(=O)CNC(=O)c1cccc(F)c1)c1cc(O)ccc1O | 2 | 3
4 | COc1ccc(CN2CCN(Cc3c(C)nc4sccn34)CC2CCO)c(C)c1C (configuration not stated) | 5 | -1
5 | CCOC(=O)CCN(CC(=O)OC)Cc1ccccc1 | 13 | -16
6 | CC1CCCN(C(=O)C2CCN(Cc3cccc(Cl)c3)CC2)C1 (configuration not stated) | 57* | 7
7 | O=C(Nc1ccccc1C(=O)N1CCCCC1)c1cccc(Cl)c1 | 15 | 6
8 | CCOC(=O)C1CCN(c2c(NCCCN3CCOCC3)c(=O)c2=O)CC1 | 10 | 4
9 | Cc1cc(OCC(=O)Nc2ccc(S(N)(=O)=O)cc2)ccc1C(C)C | -3 | 0
10 | Cc1nc(Nc2cc(Cl)ccc2Cl)nc(Nc2cc(Cl)ccc2Cl)c1[N+](=O)[O-] | 19 | -1
11 | COc1ccc2nc3sc(C(=O)Nc4nc(C)c(C)s4)c(N)c3cc2c1 | -7 | -48
12 | O=C(Cn1ccc(=NCc2ccccc2)cc1)c1ccc(Cl)cc1 | -2 | 22

entry | GPR151 activ | FBW7 activator
1 | 1.1 | 0.0
2 | -0.5 | 0.2
3 | 1.2 | -0.1
4 | 3.6 | -0.1
5 | 1.0 | 0.0
6 | 1.6 | 0.6
7 | 2.4 | 0.3
8 | 0.5 | 0.0
9 | 1.0 | 0.1
10 | -0.1 | 0.2
11 | 0.3 | 0.0
12 | -0.2 | -0.1

4 entries drawn at random from the list so far, as already listed:
entry | Compound | MITF inh | TEAD-YAP inh
1 | O=C(c1nc2ccccn2c1CNC(CCn1ccnc1)c1ccccc1)N1CCCC1 (configuration not stated) | 1 | 10
6 | CC1CCCN(C(=O)C2CCN(Cc3cccc(Cl)c3)CC2)C1 (configuration not stated) | 57* | 7
8 | CCOC(=O)C1CCN(c2c(NCCCN3CCOCC3)c(=O)c2=O)CC1 | 10 | 4
11 | COc1ccc2nc3sc(C(=O)Nc4nc(C)c(C)s4)c(N)c3cc2c1 | -7 | -48

entry | GPR151 activ | FBW7 activator
1 | 1.1 | 0.0
6 | 1.6 | 0.6
8 | 0.5 | 0.0
11 | 0.3 | 0.0

(more compounds)
entry | Compound | MITF inh | TEAD-YAP inh
13 | CCOc1cc(/C=C2/C(=N)N3C(c4ccccc4)=CSC3=NC2=O)ccc1OCCOc1ccccc1OC | 6 | 9
14 | CCOC(=O)c1c(NC(=O)c2cc(=O)c3ccccc3o2)sc(C)c1C | 17 | 3
15 | COc1ccc(C2Nc3ccccc3C(=O)N2Cc2ccccc2)cc1COc1ccc([N+](=O)[O-])c(C)c1 (configuration not stated) | 10 | -1
16 | Brc1ccc(OCc2nc3ccccc3[nH]2)cc1 | 5 | -65
17 | CCOC(=O)c1c(NC(=O)Nc2cccc(Cl)c2)sc2c1CCCC2 | 6 | 5
18 | COc1ccc(Br)cc1C(=O)Nc1ccc(-c2nc3ncccc3o2)cc1 | 11 | 3
19 | Cn1cc(S(=O)(=O)N2CCCC2)cc1C(=O)NCCc1ccc(Cl)cc1 | 10 | 5
20 | COc1ccc(NC(=O)/C=C/c2ccc(C)cc2)cc1 | -9 | -58
21 | CCOC(=O)c1cccc(-n2c(C)cc(C=O)c2C)c1 | 5 | 13
22 | Cc1cc(C)c(C#N)c(SCC(=O)c2ccc(Br)cc2)n1 | 3 | -7
23 | O=C(NCc1ccc(Cl)cc1)c1cnccn1 | 3 | -4
24 | O=C(NC1CCCCC1)c1ccccc1NC(=O)C(F)(F)F | 12 | -7

entry | GPR151 activ | FBW7 activator
13 | -1.5 | 0.0
14 | -1.0 | 0.1
15 | 0.4 | 0.0
16 | -1.6 | 0.1
17 | 0.1 | 0.0
18 | 0.9 | 0.1
19 | 3.8 | 0.0
20 | -1.1 | -0.4
21 | -0.3 | -0.1
22 | 1.1 | -0.1
23 | 3.4 | -0.1
24 | 0.3 | 0.1

Further entries follow:
entry | Compound | MITF inh | TEAD-YAP inh
25 | CCCCC(=O)Nc1ccc(C(=O)Nc2nc(C)cs2)cc1 | -16 | -28
26 | Cc1ccc(N=C2NC(=O)c3cc([N+](=O)[O-])ccc32)cc1 | 9 | 0
27 | CCCn1nnnc1NC(=O)COc1ccc(Cl)c(C)c1 | 30 | -14
28 | Cc1cc(F)ccc1NC(=O)CN(C)S(=O)(=O)c1ccc2c(c1)C(C)(C)C(=O)N2C | 12 | 5
29 | CCc1nc(C)ccc1OCc1nc2ccncc2[nH]1 | 58* | 6
30 | O=C(CSC1CC(=O)N(c2ccc(C(=O)O)cc2)C1=O)Nc1cccc(F)c1 (configuration not stated) | -2 | 0
31 | O=S(=O)(NCC1(c2cccs2)CCCC1)c1cccnc1 | 10 | -3
32 | CC#CCN1c2ccccc2[C@]23CCC(=O)N(Cc4ccc5c(c4)OCO5)C2=NC(C(=O)OC)=C(C(=O)OC)[C@H]13 | 9 | .
33 | O=C(O)c1cc([N+](=O)[O-])cc2n[nH]nc12 | 17 | -2
34 | COc1ccc(C)cc1NC(=O)CCCN1C(=O)c2cccnc2C1=O | 1 | -7
35 | CN(c1ccccc1)S(=O)(=O)c1cccc2nonc12 | 0 | 7
36 | O=C(CSc1ncnc2sc(-c3ccccc3)cc12)NCCc1ccccc1 | -6 | -6

entry | GPR151 activ | FBW7 activator
25 | -0.6 | -0.1
26 | -0.3 | -0.2
27 | -0.1 | 0.1
28 | 0.0 | 0.1
29 | 0.1 | -0.2
30 | 4.4 | -0.1
31 | -0.2 | 0.7
32 | 2.0 | 0.3
33 | -0.3 | -0.6
34 | -0.1 | 0.0
35 | -0.7 | -0.1
36 | -1.2 | 0.0

The list continues.
entry | Compound | MITF inh | TEAD-YAP inh
37 | Cc1ccc(C(=O)CCC(=O)OCC(=O)NC2CCCCC2C)cc1 (configuration not stated) | 30 | 3
38 | COc1cccc(NC(=O)C(=O)NCCCn2ccnc2)c1 | 1 | -27
39 | COC(=O)C1=C(C)NC(=S)NC1c1c(F)cccc1Cl (configuration not stated) | 22 | -2
40 | CC(=O)N1CCc2cc(S(=O)(=O)Nc3ccc4c(c3)OCCO4)ccc21 | -3 | 9
41 | Cc1nc2cc(NC(=O)Nc3cccc(Cl)c3)ccc2s1 | -3 | -57
42 | Cc1ccc(NC(=O)CSCC(=O)Nc2ncc3c(n2)CC(C)(C)CC3=O)cc1 | 11 | 2
43 | O=C(Cc1cn(-c2ccc(N3CCOCC3)nn2)c2ccccc12)NCCN1CCOCC1 | -5 | -26
44 | COC(=O)C1=C(C)NC2=C(C(=O)CCC2)C1c1ccc(C)s1 (configuration not stated) | 3&5 | -5&0
45 | CCOC(=O)C1=C(C)N=c2s/c(=C\c3ccc(-c4ccc(Cl)c(C(=O)O)c4)o3)c(=O)n2C1c1ccc(OC)c(OC)c1 (configuration not stated) | 0 | 3
46 | O=C(N/N=C/c1ccccc1)C12CC3CC(CC(C3)C1)C2 | 17 | -25
47 | COC(=O)CN(C)C(=O)CC1C(=O)NCCN1Cc1cccc(OC)c1OC (configuration not stated) | 2 | 6
48 | CCCn1c(SCC(=O)Nc2ccc(NC(C)=O)cc2)nnc1C(C)C | -5 | 11

entry | GPR151 activ | FBW7 activator
37 | 0.2 | 0.1
38 | 1.1 | 0.0
39 | -0.1 | -0.1
40 | 1.0 | 0.2
41 | -0.4 | -0.1
42 | -0.5 | 0.3
43 | -2.0 | 0.4
44 | 1.3&0.1 | -0.1&0.0
45 | -0.2 | 0.2
46 | 0.5 | 0.1
47 | -0.7 | 0.6
48 | 0.1 | 0.0

Later entries:
entry | Compound | MITF inh | TEAD-YAP inh
49 | CC1C=CCC2C(=O)N(c3ccc(F)c(Cl)c3)C(=O)C12 (configuration not stated) | 4 | -2
50 | C=CCNC(=O)c1ccc(NS(=O)(=O)c2ccccc2)cc1 | -1 | -2
51 | O=C(c1cccs1)N1CCN(c2ccc(-c3ccncc3)nn2)CC1 | 11 | -14
52 | CCC1Oc2ccc(C(C)(C)C)cc2NC1SCc1ccc(Cl)cc1 (configuration not stated) | -6 | 4
53 | Cc1cc(C)c(NC(=O)c2sc3nc(-c4ccc(F)cc4)cn3c2C)c(C)c1 | 4 | -8
54 | COc1cc(/C=C2/C(=N)N3N=C(CC(C)C)SC3=NC2=O)cc(Cl)c1OCCOc1ccc(C)cc1 | 8 | -29
55 | Cc1cc(Nc2ccccc2)nc2ccccc12 | 22 | -27
56 | CC1CCC(NC(=O)C2CCN(c3cnccn3)CC2)CC1 (configuration not stated) | 0 | 0
57 | Cc1ccc(-c2ncc3ccccn23)cc1 | 5 | -60
58 | CCOc1ccccc1NC(=O)c1cc([N+](=O)[O-])ccc1N1CCN(C(c2ccccc2)c2ccccc2)CC1 | 4 | -5
59 | CCOc1ccc(CCNS(=O)(=O)c2ccc3c(c2)OCCN3C(C)=O)cc1OCC | 10 | 4
60 | COc1ccc(OC)c(NC(=O)c2cccnc2SC)c1 | 5 | 11

entry | GPR151 activ | FBW7 activator
49 | -0.9 | 0.0
50 | 0.4 | -0.1
51 | 2.8 | 0.1
52 | 1.3 | 0.0
53 | 0.6 | 0.2
54 | -1.4 | -0.1
55 | -1.7 | 0.1
56 | -0.3 | 0.1
57 | -3.4 | -0.1
58 | -0.8 | -0.4
59 | 5.2* | 1.2
60 | -1.0 | 0.2

(cont.)
entry | Compound | MITF inh | TEAD-YAP inh
61 | CC(=O)Nc1ccc(C)c(I)c1 | 8 | 4
62 | Cn1nc(CC(=O)NC2CCCCCC2)c2ccccc2c1=O | -4 | 14
63 | Cc1cc2c(cc1C(=O)CCN(C)C)OCO2 | 9 | -17
64 | C=Cc1ccc(-c2ccc(CCCCC)cn2)cc1 | 9 | 28
65 | c1ccc(-c2nc(C3COc4ccccc4O3)cs2)cc1 (configuration not stated) | -4 | -75
66 | CCc1ccc(S(=O)(=O)Nc2ccc(F)cc2)cc1 | 13 | 9
67 | COc1ccc(CNC(=O)C/C(C)=N/NC(=O)COc2ccc(Br)cc2)cc1 | -12 | 2
68 | CCOC(CCn1c(SCC(=O)NCCCOC)nc2ccccc2c1=O)OCC | 2 | 6
69 | Cc1ccc(C(=O)COC(=O)CCC(=O)NC2CCCCC2)cc1C | -5 | 4
70 | Cc1nn(-c2ccccc2)c(Cl)c1C(=O)Nc1ccc(C)c2cccnc12 | -3 | 2
71 | Cc1nn(C)c(C)c1S(=O)(=O)N1CCc2ccccc21 | -4 | -7
72 | CC(C)(C)c1cc(N2C(=O)C(=O)/C(=C(/O)c3ccccc3)C2c2cccc([N+](=O)[O-])c2)no1 (configuration not stated) | 5 | 0

entry | GPR151 activ | FBW7 activator
61 | 0.0 | -0.1
62 | 0.3 | -0.1
63 | -0.2 | 0.0
64 | -1.9 | -0.1
65 | 0.3 | 0.0
66 | -0.9 | 0.7
67 | -1.1 | -0.2
68 | 0.4 | -0.1
69 | -0.1 | 0.3
70 | 0.7 | 0.2
71 | 1.0 | 0.1
72 | -0.7 | 0.0

Remaining list, next part:
entry | Compound | MITF inh | TEAD-YAP inh
73 | CCOC(=O)C1=C(C)N=c2s/c(=C\c3cc(OC)c(OC)cc3Br)c(=O)n2C1c1ccc(OC)c(OC)c1 (configuration not stated) | 13 | 3
74 | Cc1ccccc1NC(=O)Cc1nc(COC(=O)c2ccc(NC(N)=O)cc2)cs1 | 10 | 8
75 | O=C(CC1C(=O)NCCN1Cc1ccc(F)cc1)NCCOc1cccnc1 (configuration not stated) | 0 | 5
76 | O=C(c1cc(Cl)cc(Cl)c1)N1CCN2C(=O)[C@H]3CCCN3C(=O)[C@H]2C1 | -5 | 4
77 | Cc1ccc(C)c(C(=O)CC2(O)C(=O)N(C)c3ccccc32)c1 (configuration not stated) | -3 | -2
78 | O=C(Cc1ccc([N+](=O)[O-])cc1)N/N=C/c1ccc(C(=O)O)cc1 | -6 | 8
79 | O=C(Oc1ccc(-c2ccccc2)cc1)c1cncc(Br)c1 | 1 | -7
80 | COc1cc(C=C2C(=O)NC(=O)NC2=O)c(Br)cc1OCc1ccccc1F | 8 | -11
81 | CC(C)(C)c1ccc(/C=C/c2nc3cc(Cl)ccc3c(=O)n2-c2cccc(C(F)(F)F)c2)cc1 | 12 | 7
82 | COCCCN1C(=O)C(=O)/C(=C(\O)c2ccccc2)C1c1ccc([N+](=O)[O-])cc1 (configuration not stated) | -7 | 5
83 | CC(=O)c1ccc(NC(=O)CSc2nc3cccnc3n2C2CCCCC2)cc1 | 7 | 3
84 | CCOc1nc(N(C)C)nc(-n2nnc(C(C)=O)c2C)n1 | -5 | 7
85 | O=C(CCCN1C(=O)c2cccc3cccc(c23)C1=O)NO | 14 | 5
86 | CCCCCCCCCCCCCCCCOCC(COCC(F)(F)F)OP(=O)(O)OCO (configuration not stated) | -15 | 5
87 | COc1ccc(CC(=O)Nc2cccc(C(=O)Nc3ccccc3C(=O)O)c2)cc1OC | 4 | 14

entry | GPR151 activ | FBW7 activator
73 | -0.5 | 0.1
74 | 0.2 | 0.1
75 | -0.6 | 0.1
76 | -0.2 | 1.0
77 | -0.2 | -0.4
78 | -0.3 | 0.1
79 | -0.6 | 0.0
80 | 2.5 | -0.8
81 | -0.8 | 0.4
82 | 0.4 | -0.3
83 | -0.1 | 0.6
84 | -1.4 | 0.1
85 | 1.6 | 0.1
86 | -1.3 | 0.2
87 | 0.4 | -0.1
